GPR55 activation = selective activators of receptor GPR55 – imaging, U2OS cells, beta-arrestin-GFP redistribution, primary screen (AID 1961) | U2OS GPR55 beta-arrestin-GFP redistribution imaging; higher % means a stronger effect | activation, % at 10 µM, or EC50 in µM where a hit was titrated | hit rate 0.048% among 290,000;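 active = activation above 40% with more than 50 cells counted in the well; inconclusive = wells holding fewer than 50 cells, flagged as toxic or sparse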;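 also: U2OS osteosarcoma cells stably expressing GPR55 and beta-arrestin-GFP; plate controls were DMSO negative control for no effect and LPI positive control for full effect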
HEK293 NOD2/NF-kB = NOD2 signaling inhibitors, cell-based, luminescence, uHTS, HEK293 (AID 1566); HEK293 NOD2/NF-kB luciferase reporter, luminescence; higher % means a stronger effect; inhibition, % at 4 µM, or EC50 in µM where a hit was titrated; hit rate 0.63% among 290,000; also: many of its hits are not listed in these tables
NOD1 inhibition = inhibition of NOD1-driven NF-kB reporter – cell-based, luminescence, uHTS, primary screen (AID 1578); inhibition, % at 4 µM; hits with a dose series show EC50 in µM; hit rate 1% among 290,000; NOD1-driven NF-kB luciferase reporter cells, luminescence; higher % means a stronger effect; in the data active = inhibition mostly above about 36%, no sharp cut-off; inactive = mostly below about 34%;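 also: HEK-293T reporter cells stimulated with the NOD1 agonist gamma-tri-DAP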
AID2073 = disruptors of CaV2.2 binding to Mint1 – biochemical, HTRF (AID 2073) | HTRF protein-protein interaction, Mint1-CaV2.2; higher % means a stronger effect | one-dose inhibition, % at 20 µM; IC50 in µM for titrated hits | hit rate 0.19% among 290,000; in the data active = inhibition mostly above about 51%, no sharp cut-off; inconclusive = no clear call, values can overlap the other calls; inactive = mostly below about 53%; also: some results filed as inactive read as strong as hits
KOR beta-arrestin-1 = KOR agonists, beta-arrestin recruitment, primary screen, cell-based, luminescence, uHTS (AID 1777); KOR beta-arrestin recruitment, luminescence; higher % means a stronger effect; activation, % at 10 µM, or EC50 in µM where a hit was titrated; hit rate 0.02% among 280,000; in the data active = activation above about 50%, passing the limit was not always enough; also: a part of the inactive calls stands beside numbers as strong as those of hits
KOR beta-arrestin-2 = KOR antagonists, beta-arrestin recruitment, cell-based, luminescence, uHTS (AID 1778). hit rate 0.091% among 290,000. inhibition, % at 10 µM; hits with a dose series show IC50 in µM. KOR beta-arrestin recruitment, luminescence, antagonist mode; higher % means a stronger effect; also: strong numbers were not always called active
M1AAP inhibition = P. falciparum M1AAP inhibitors, biochemical, fluorogenic H-Leu-NHMec substrate, 1536-well (AID 1445); hit rate 0.42% among 220,000; recombinant M1AAP, H-Leu-NHMec fluorogenic kinetic assay; higher % means a stronger effect; inhibition, % at 30 µM, or IC50 in µM where a hit was titrated;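 active = primary inhibition above the hit cutoff, then over 50% inhibition at one or more dose response concentrations, cut at about 23% in these data, passing the limit was not always enough; inconclusive = conflicting primary data, or primary hits not chosen for dose response; inactive = low primary inhibition, or under 50% at every dose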;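 also: plate controls were DMSO full reaction for no effect and no enzyme background for full effect; strong numbers were not always called active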
Dynein transport = dynein cargo transport inhibition | 3617.4 mouse cells, GR-EGFP nuclear translocation imaging; test concentration mostly 20 µM; stimulated with dexamethasone, 1 µM; stronger effect = lower value | z-score, hits read low | hit rate 0.47% among 220,000 | AID 1381;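 active = plate z-score of nuclear minus cytoplasmic receptor signal below a set negative limit, without overly bright fluorescence or cell loss, cut at about -3.5 in these data, passing the limit was not always enough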;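 also: z-score of nuclear minus cytoplasmic ring GR-EGFP intensity difference per well; some compounds called inactive have numbers as strong as hits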
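medium = tetracycline-free induction medium containing charcoal-stripped FBS | also added = 1.0 µM final dexamethasone stimulus | schedule = 48 h induction, 1 h compound, 30 min dex at 37 °C | technique = fixed, Hoechst-stained cells imaged at 10x for EGFP | measure = GR-EGFP nuclear translocation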
P. falciparum M17LAP = P. falciparum M17LAP inhibitors, primary screen, biochemical, fluorogenic H-Leu-NHMec substrate, 1536-well (AID 1619). recombinant M17LAP, H-Leu-NHMec fluorogenic kinetic assay; higher % means a stronger effect. one-dose inhibition, % at 30 µM; IC50 in µM for titrated hits. hit rate 0.38% among 220,000;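 active = compound inhibiting the enzyme by more than half at any dose during confirmatory dose-response retesting; inconclusive = strong single-dose inhibitors picked by rank but not retested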;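 also: plate controls were full reaction with DMSO carrier for no effect and no enzyme background for full effect; strong numbers were not always called active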
Dynein transport cytoplasmic EGFP = further read-out of Dynein transport, marked with its call; z-score; measured here: cytoplasmic GR-EGFP intensity; stronger effect = higher value
Dynein transport nuclear GR-EGFP = recorded beside Dynein transport, whose call it bears; z-score; measured here: nuclear GR-EGFP intensity;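 lower value marks the stronger effect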
Dynein transport cell count = second read-out of Dynein transport, no call of its own (marks repeat the call); z-score; measured here: cell count per field
An asterisk follows results filed as active; ? = inconclusive; nt = not tested or not shown; [ ] = remark or other dose. Rule as the data show it, unless noted: active = inhibition above about 50%; inactive = the rest.

Values run as follows: GPR55 activation, HEK293 NOD2/NF-kB, NOD1 inhibition, AID2073, KOR beta-arrestin-1, KOR beta-arrestin-2, M1AAP inhibition, Dynein transport, Dynein transport cytoplasmic EGFP, Dynein transport nuclear GR-EGFP, Dynein transport cell count, P. falciparum M17LAP
O=C(CCC(=O)Nc1ccc(Cl)cc1Cl)NNC(=O)Nc1ccccc1
→ -0.1%, 8%, -12%, -8%, -2.6%, -35%[20 µM], 1%, 0.62, -0.039, 1.1, -0.99, 2%
O=c1[nH]c2ccc(S(=O)(=O)Nc3ccc(-c4nnc5n4CCCCC5)cc3)cc2o1
→ -0.1%, 16%, 5%, -4%, -3.0%, -6%, 13%, 0.51, -0.18, 0.42, 0.004, 2%
CCOc1ccc(N2C(=O)c3cccnc3C2Nc2ccc(C)cc2)cc1 (centres undefined)
→ 0.8%, 8%, -9%, 1%, -2.8%, 18%, 8%, 2.8, -0.28, 1.6, -1.4, 5%
CC(=O)N1CCN(S(=O)(=O)c2cccc(C(=O)Nc3nc4ccccc4[nH]3)c2)CC1
→ 0.2%, 11%, 7%, -8%, -2.1%, 18%, 3%, 2.7, -0.22, 0.64, -0.59, 10%
CCN(CC)c1ccc(-c2nnc(SCC(=O)Nc3ccccc3C#N)n2-c2ccccc2)cc1
→ 0.6%, 49%, 21%, 6%, -2.3%, 20%, 7%, -0.85, -0.16, -1.1, -0.33, 1%
CCOC(=O)c1c(C)[nH]c(-c2csc(C)n2)c1C
→ 0.2%, -27%, -34%, -14%, -3.4%, -8%, 3%, -1.3, -0.16, -0.87, 0.3, 23%
CN(CC(=O)Nc1ccccc1Br)C(=O)c1ccncc1
→ 0.7%, 14%, -2%, 6%, 3.8%, 7%, nt, nt, nt, nt, nt, nt
COc1cc(-c2cc(OC)c3c(C)oc(C)c3c(=O)c2)ccc1O
→ -0.1%, -4%, -6%, 3%, 1.2%, -17%, 5%, -0.62, 0.046, 0.041, 1.1, 17%
CCN(CC)CCCNC(=O)c1nn2c(C(F)(F)F)cc(-c3ccccc3)nc2c1Cl
→ 0.3%, 8%, -28%, 10%, -5.2%, -20%[20 µM], nt, nt, nt, nt, nt, nt
Cc1ccc(OC(=O)C(C)c2cccc(C(=O)c3ccccc3)c2)cc1 (centres undefined)
→ -0.1%, 1%, -9%, 0%, -3.0%, 47%, 3%, -0.37, -0.0085, 0.31, 0.81, 0%
Cc1cccn2c(=O)c3cc(C(=O)NC4CCCCC4)c(=N)n(Cc4ccc(F)cc4)c3nc12
→ 2.4%, 10%, -21%, 29%, -1.9%, -2%, nt, nt, nt, nt, nt, nt
Cc1cnn(C(=O)c2oc3ccccc3c2C)c1
→ 0.3%, -7%, -12%, -2%, -3.9%, -8%, 9%, -0.29, -0.22, -0.45, 1.2, 8%
COc1ccc(NC(=O)CN2CCN(c3c(C)cccc3C)CC2)cc1
→ -0.2%, 16%, -9%, 6%, -1.3%, 2%, nt, nt, nt, nt, nt, nt
CCOc1ccc(S(=O)(=O)Nc2cc(S(=O)(=O)N(CC)CC)ccc2N2CCCC2)cc1
→ 0.2%, -24%, -29%, 26%, 1.6%, -9%, 4%, 2.5, -0.17, 0.77, -1.7, 7%
O=C1c2ccccc2C(=O)N1CCCCn1c(=O)oc2ccccc21
→ 0.2%, -2%, -14%, -3%, -3.8%, -1%, -5%, 0.18, 1, 0.44, -0.2, -3%
CCCS(=O)(=O)N1CCN(C(=O)COc2ccccc2)CC1
→ -0.1%, 6%, -13%, 14%, 2.3%, -24%, -2%, 0.95, 0.0042, 0.59, -1.5, -2%
COc1ccc(N(C)S(=O)(=O)c2ccc3c(c2)CCC(=O)N3)cc1
→ -0.1%, -7%, 6%, 10%, -1.6%, 12%, -1%, -0.39, -0.22, -0.35, 0.88, 10%
CS(=O)(=O)N1CCc2cc(C(=O)O)ccc21
→ -0.1%, 8%, -7%, -1%, -2.3%, 20%, 0%, -0.38, -0.28, 0.12, 0.56, 2%
CCCCC(O)(c1ccccc1)C(CN1CCOCC1)c1ccccc1 (centres undefined)
→ -0.2%, 18%, -4%, 11%, -2.0%, 7%, nt, nt, nt, nt, nt, nt
NC(=O)c1ccc(NC(=O)CN2CCN(c3ccc(Cl)cc3)CC2)cc1
→ 0.3%, 12%, -13%, 27%, -0.4%, -8%, 0%, 0.99, -0.15, 0.6, -0.66, 2%
CC(C)c1ccccc1NC(=S)N1CCN(Cc2ccc3c(c2)OCO3)CC1
→ -0.2%, -12%, -24%, -3%, -3.8%, 0%, 5%, -0.51, -0.21, 0.11, 0.33, -1%
Cc1ccccc1NCN1C(=O)C2C3C=CC(C3)C2C1=O (centres undefined)
→ 0.1%, 6%, 12%, ?, -1.5%, 18%, 7%, -0.13, 0.02, 0.032, -0.67, 12%
CC(C)c1ccc(NC2CCCN(C(=O)c3ccc4nccnc4c3)C2)cc1 (centres undefined)
→ -0.2%, 20%, -8%, -2%, -0.2%, -8%, nt, nt, nt, nt, nt, nt
COc1cccc2sc3ccc(NCc4ccc5c(c4)OCO5)cc3c(=O)c12
→ -0.3%, 14%, 5%, 14%, -1.8%, 0%[20 µM], nt, nt, nt, nt, nt, nt
COc1ccccc1NC(=O)c1sc2ncn(Cc3ccc(C)cc3)c(=O)c2c1C
→ 0.4%, 4%, -44%, 30%, 1.3%, 1%, -1%, -0.36, -0.0061, -0.43, -0.051, 8%
Cc1ccccc1-c1nnc(SCCC(=O)N2CCOCC2)o1
→ -1.0%, -7%, -5%, 7%, 1.9%, -14%, 10%, -0.14, -0.31, 0.084, 0.42, -4%
COc1ccc(S(=O)(=O)NC2(C(F)(F)F)NC(=O)N(CCc3ccc(OC)c(OC)c3)C2=O)cc1 (centres undefined)
→ -0.2%, 22%, 25%, 5%, -4.4%, 34%, nt, nt, nt, nt, nt, nt
Cn1c(C(=O)NCC2CCCO2)cc2c(=O)[nH]c3ccccc3c21 (centres undefined)
→ 0.4%, 15%, -22%, 14%, -5.4%, 12%, 11%, 0.53, -0.23, 0.25, -0.32, 23%
O=C(Nc1cccc(Cl)c1)N(Cc1nc2ccccc2c(=O)[nH]1)Cc1cccs1
→ 1.7%, -14%, -26%, 8%, 9.1%, 17%, 10%, -0.79, -0.26, -0.26, 1.4, 1%
COc1ccc(Nc2nccc(-c3ccc(C#N)cc3)n2)cc1
→ 0.0%, -30%, 3%, 1%, -4.5%, -16%, nt, nt, nt, nt, nt, nt
CC(=O)c1c(C)[nH]c(C(=O)Nc2cccc(S(=O)(=O)N(C)c3ccccc3)c2)c1C
→ 0.1%, 8%, 22%, 6%, 8.7%, -68%, -1%, 0.17, -0.38, -0.0033, 0.73, -2%
CCCCN(C)CCCNC(=O)CS(=O)Cc1nc(-c2ccc(OC)c(OC)c2)oc1C (centres undefined)
→ 0.0%, 5%, 13%, -1%, 1.3%, -1%, 17%, -0.099, -0.23, 0.19, -0.65, 6%
O=S(=O)(c1ccccc1)N1CCN=C1SCc1cccc(Cl)c1
→ 0.3%, -8%, 8%, -3%, 3.3%, 17%, -2%, -0.093, -0.33, -0.38, 0.31, 3%
CN1c2ccsc2C(O)=C(C(=S)Nc2ccc(F)c(Cl)c2)S1(=O)=O
→ -0.1%, -58%, 13%, ?, -6.8%, -10%, 5%, 1.2, -0.21, 0.6, 0.56, 15%
N#Cc1nc(-c2ccccc2)oc1NCC1CCCO1 (centres undefined)
→ 0.3%, -4%, -32%, 39%, 5.9%, nt, 4%, 0.18, -0.014, 0.32, 0.4, -68%
O=C(Cc1ccccc1)Nn1c(-c2ccccc2F)nc2ccccc2c1=O
→ 0.1%, 1%, -11%, -3%, -0.6%, 21%, 0%, -0.046, -0.34, -0.11, 0.86, -6%
O=C(CSCc1ccc(Cl)cc1)Nc1ccc(O)cc1C(=O)O
→ -0.1%, 8%, -26%, 15%, 12%, -8%, nt, nt, nt, nt, nt, nt
CCOC(=O)/C=C1\SCC(=O)N1CC(=O)NC(C)c1ccc(F)cc1 (centres undefined)
→ -0.2%, 9%, -14%, 0%, -3.2%, -10%, -9%, -0.098, -0.11, 0.075, -0.06, 10%
O=C(CSc1ncc(-c2ccccc2)n1C1CCCC1)N1CCc2ccccc21
→ -0.1%, 0%, -6%, -5%, -1.6%, 10%, -1%, 1.1, 0.26, 0.99, -1.2, -1%
O=C(c1cccs1)N1CCC(c2nc(-c3ccc(S(=O)(=O)N4CCOCC4)cc3)no2)CC1
→ 0.3%, 13%, 16%, 2%, 4.2%, -15%, -3%, -1.6, -0.36, -0.85, 1.3, -17%
COc1cc(-c2nc3n(c(=O)c2C#N)CCS3)cc(OC)c1OC
→ -0.1%, -2%, -24%, 18%, -4.1%, 14%, nt, nt, nt, nt, nt, nt
CC(NC(=O)OC(C)(C)C)C(=O)NC(CCC(=O)OCc1ccccc1)C(N)=O (centres undefined)
→ 0.4%, -16%, -36%, -14%, 6.8%, 16%, -1%, -0.67, -0.21, -0.25, 0.39, -4%
O=C(COc1cc(Cl)c(Cl)cc1Cl)Nn1cnnc1
→ -0.2%, 8%, -8%, 0%, -2.2%, 32%, -7%, 0.63, -0.31, 0.57, 0.84, 12%
Cc1cc(C)cc(N(C(=O)CNC(=O)c2ccco2)C(C(=O)NC2CCCC2)c2ccncc2)c1 (centres undefined)
→ -0.2%, -15%, -32%, 8%, -6.9%, -40%, nt, nt, nt, nt, nt, nt
COc1ccccc1C1CC(c2ccco2)=NN1S(C)(=O)=O (centres undefined)
→ -0.1%, 25%, -20%, 15%, nt, -9%[20 µM], -4%, -0.76, -0.13, -0.33, 1.5, -7%
Cc1nc2ccccc2n2c(O)c(CC(=O)O)cc12
→ 2.3%, 15%, -25%, 6%, -1.5%, 9%, 7%, 0.95, -0.11, 0.66, -0.26, 1%
Cc1cccc(N2CCN(C(=O)c3ccc4c(c3)CCN4S(C)(=O)=O)CC2)c1C
→ 0.2%, 12%, -18%, -3%, -1.7%, -29%, nt, nt, nt, nt, nt, nt
COc1cc(C(C(=O)NC2CCCCC2)N(C(=O)c2cnccn2)c2ccccc2)cc(OC)c1OC (centres undefined)
→ -0.1%, -10%, -18%, -10%, 2.8%, -6%, nt, nt, nt, nt, nt, nt
CC(=O)N1CCc2cc(C(=O)CN3CCN(c4ccccn4)CC3)ccc21
→ 0.0%, -5%, -4%, 13%, -0.3%, 35%, 9%, -0.75, -0.26, 0.043, 1.3, 9%

Some of the compounds tested, so the mix of outcomes need not match the whole.
